# Assay outcomes (PubChem BioAssay)
# BAZ2B block = BAZ2B (human) inhibition | AlphaScreen BAZ2B-H3K14Ac peptide displacement | 360,000 tested, 4.4% active | AID 504333 | Q9UIF8 | Potency, µM (top dose mostly 114 µM), without a hit: top-dose activity change, negative = inhibition, hits mostly inhibitors; note: potency is the fitted concentration of half-maximal effect; % is set by controls: 0 for no effect and ±100 for the full control effect; nearly all actives have a fitted effect of over 60% in size
#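 Compounds, titrated to a top concentration of 110 uM, were incubated 30 min at room temperature with preformed BAZ2B/acetyl-K14 H3 peptide complex (50 nM each). Proximity signal was measured by AlphaScreen after 20 min with beads.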
# Pol eta inh = DNA polymerase eta (human) inhibition. Potency, µM (series often up to 114 µM), without a hit: top-dose activity change, negative = inhibition, usual class: inhibitors. Q9Y253. recombinant Pol eta, fluorescent DNA replication assay. 390,000 tested, 1.2% active. AID 588591; note: potency is the fitted concentration of half-maximal effect; % is set by controls: 0 for no effect and ±100 for the full control effect
# Target sequence (Q9Y253 whole entry, looked up): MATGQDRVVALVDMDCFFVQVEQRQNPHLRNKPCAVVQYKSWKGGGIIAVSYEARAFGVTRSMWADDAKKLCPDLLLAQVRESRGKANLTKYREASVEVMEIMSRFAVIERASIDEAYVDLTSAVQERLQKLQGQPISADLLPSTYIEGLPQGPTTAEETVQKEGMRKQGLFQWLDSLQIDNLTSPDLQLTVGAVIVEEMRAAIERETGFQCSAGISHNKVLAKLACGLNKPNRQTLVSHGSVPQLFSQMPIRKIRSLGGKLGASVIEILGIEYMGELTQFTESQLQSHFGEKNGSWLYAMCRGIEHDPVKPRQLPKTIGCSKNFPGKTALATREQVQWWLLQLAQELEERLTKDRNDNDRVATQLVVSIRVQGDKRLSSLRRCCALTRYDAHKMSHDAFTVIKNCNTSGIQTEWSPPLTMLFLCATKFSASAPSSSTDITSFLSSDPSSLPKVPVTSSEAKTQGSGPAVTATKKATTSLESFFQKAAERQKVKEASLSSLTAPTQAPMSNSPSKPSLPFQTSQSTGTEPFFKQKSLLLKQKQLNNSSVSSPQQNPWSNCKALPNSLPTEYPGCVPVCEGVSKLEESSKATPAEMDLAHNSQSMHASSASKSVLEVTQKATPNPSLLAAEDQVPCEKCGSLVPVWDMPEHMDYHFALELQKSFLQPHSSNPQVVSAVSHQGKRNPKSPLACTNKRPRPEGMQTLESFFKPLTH
#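 Fluorescent replication assay: 50 nM final substrate added after a 15 min room-temperature compound preincubation with 10 nM enzyme. Signal taken at 0 min and again at 10 min.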
# PI4K2A inh = blocks human PI4K2A kinase activity. Q9BTU6. purified PI4K2A, ADP-Glo luminescence, 1 h; stronger effect = lower value. activity change, negative = inhibition, % at 76.9 µM. 420,000 tested, 0.13% active. AID 1346378; in the data active = activity change below about -50%; inconclusive = mostly about -30% to -49%;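 note: -100% = wells without enzyme as full effect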
#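 In this quantitative HTS, ADP production by PI4K2A was quantified luminescently after 1 h at ambient temperature; 100 microM adenosine served as plate-quality control.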
# GLS inhibitor = glutaminase GLS (human) inhibition; O94925; GLS enzymatic activity, qHTS titration; Potency, µM (doses to about 45.5 µM), for the others: top-dose activity change, negative = inhibition, usual class: inhibitors; 410,000 tested, 0.21% active; AID 624170; note: potency is the fitted concentration of half-maximal effect; % is set by controls: 0 for no effect and ±100 for the full control effect
#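 hKGA in 45 mM KH2PO4 (pH 8.2), 0.02% Tween-20 with compound, then 1mM L-Glutamine (stock as added) plus glutamate oxidase/HRP/Amplex red coupling mix. Fluorescence read initially and after 30 min at RT; signal change reflects glutamate formation.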
# Tb PGK inh = T. brucei PGK inhibition. PGK/GAPDH coupled, Kinase-Glo luminescence, 60 min. Potency, µM (series often up to 57.5 µM), for inactives: top-dose activity change, negative = inhibition, usual class: inhibitors. P07378. 380,000 tested, 0.043% active; note: potency is the fitted concentration of half-maximal effect; % is set by controls: 0 for no effect and ±100 for the full control effect; nearly all actives have a fitted effect of over 60% in size
#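 Recombinant glycosomal PGK reaction used 1,3-bisphosphoglycerate generated in-well by GAPDH (100nM final) in 100mM TEA pH 7.6, 5mM MgCl2, 0.01% Tween-20. After 60 minutes at room temperature, ATP was read by Kinase-Glo Plus luminescence end-point.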
# G9a block = inhibitors of human histone lysine methyltransferase G9a; Q96KQ7; 350,000 tested, 8.8% active; AID 504332; Potency, µM (titrated, usually from 102 µM), for inactives: at the top dose activity, negative = inhibition, most hits filed as inhibitors; G9a H3K9 monomethylation, AlphaScreen, 2 h; note: potency is the fitted concentration of half-maximal effect; % is set by controls: 0 for no effect and ±100 for the full control effect; nearly all actives have a fitted effect of over 75% in size
#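 G9a (20 nM) was preincubated 15 min with compound, then reacted 2 h at room temperature with 500 nM biotin-H3K9 peptide and 20 µM SAM. Monomethyl-H3K9 detected by AlphaScreen using anti-H3K9me1 antibody.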
# JMJD2A Tudor inh = JMJD2A Tudor domain (human) inhibition; O75164; AlphaScreen JMJD2A-Tudor / H3K4me3 peptide binding; Potency, µM (doses to about 114 µM), for the others: at the top dose activity change, negative = inhibition, usual class: inhibitors; 390,000 tested, 4.4% active; note: potency is the fitted concentration of half-maximal effect; % is set by controls: 0 for no effect and ±100 for the full control effect; nearly all actives have a fitted effect of over 50% in size
# HP1b chromo inh = blocks HP1-beta chromodomain binding to methylated histone tails. Potency, µM (series often up to 114 µM), without a hit: at the highest dose activity change, negative = inhibition, hits mostly inhibitors. P83916. AlphaScreen HP1-beta / biotin-H3K9me3 peptide binding. 390,000 tested, 0.56% active. AID 540317; note: potency is the fitted concentration of half-maximal effect; nearly all actives have a fitted effect of over 70% in size; inactives centre near 23
# Target sequence (P83916 whole entry, looked up): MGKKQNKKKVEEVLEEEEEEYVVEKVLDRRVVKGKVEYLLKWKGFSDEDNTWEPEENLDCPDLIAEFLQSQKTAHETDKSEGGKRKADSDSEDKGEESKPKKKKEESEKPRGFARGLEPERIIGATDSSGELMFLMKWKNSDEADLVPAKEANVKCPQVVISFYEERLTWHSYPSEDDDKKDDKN
#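 Compound inhibition of the preformed complex between 50 nM HP1-beta and 50 nM biotinylated H3K9me3 peptide was read by AlphaScreen. Buffer was PBS pH 7.4 with 0.01% Tween-20. Incubations ran 30 min at room temperature, with 10 ug/mL donor/acceptor beads.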
# Pin1 inh = human Pin1 inhibition | AID 504891 | 390,000 tested, 0.009% active | Potency, µM (titrated, usually from 115 µM), for inactives: top-dose activity, negative = inhibition, most hits filed as inhibitors | Pin1 FP peptide displacement, HiFluor488, 10 min; active = well fitted inhibition curve with a large enough effect in the polarisation, with a control signal flat, not every such curve was filed as active; inconclusive = small, poorly fitted or top-dose-only effect, or effect the other way, or a change in a side signal; inactive = no such curve, though single readings can be large or run the other way; the % refers to the polarisation; note: potency is the fitted concentration of half-maximal effect; % is set by controls: 0 for no effect and ±100 for the full control effect
# Target sequence (Q13526 whole entry, looked up): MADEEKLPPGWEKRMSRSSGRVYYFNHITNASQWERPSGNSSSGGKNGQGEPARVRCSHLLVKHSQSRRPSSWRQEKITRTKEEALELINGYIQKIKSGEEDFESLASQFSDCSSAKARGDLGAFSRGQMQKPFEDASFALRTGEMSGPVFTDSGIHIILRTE
# Active calls of the source: *; i = inactive; ? = inconclusive; / = not tested or not shown; [ ] = remark or other dose. Unless noted, calls come from the whole dose curve; as a rule, active = well fitted curve in the direction sought with a large enough effect; inconclusive = small, poorly fitted or top-dose-only effect, or another doubt; inactive = no such curve, though single readings can be large; an effect the other way counts as inactive or inconclusive. A portion of the library. The share of hits here may be higher or lower than overall.
# Order of results – BAZ2B block	Pol eta inh	PI4K2A inh	GLS inhibitor	Tb PGK inh	G9a block	JMJD2A Tudor inh	HP1b chromo inh	Pin1 inh
> COC(=O)c1cc(NC(=O)Cn2nc(-c3ccccc3)c3c(c2=O)CCCC3)cc(C(=O)OC)c1
    -19%	-8%	1	4%	9%	-8%[59 µM]	-23%	12%	6%
> Cc1ccc(CN(C(=O)COc2ccc(Cl)cc2C)C2CCS(=O)(=O)C2)o1 (stereo not drawn)
    -27%	/	1	-10%	/	-30%[59 µM]	11µM*	5%	-4%
> O=C(CSc1nnc(-c2ccc(F)cc2)c2ccccc12)Nc1cccc(Cl)c1
    4%	-10%	2	4%	3%	-23%	-22%	14%	8%
> COc1cccc(NC(=S)N/N=C2/CCCCc3ccccc32)c1
    40µM*	-26%	2	11%	-4%	40µM*	?	-29%	2%
> CC(=O)c1cccc(NC(=O)CSc2nc(=O)n(CCN3CCOCC3)c3c2CCC3)c1
    -1%	-15%	-3	0%	-4%	-37%	-8%	3%	-6%
> CCOc1cc(/C=N/NC(=O)c2ccccn2)ccc1OC(=O)c1ccc(F)cc1
    -23%	-26%	-1	-1%	1%	34%	-21%	33%	-4%
> O=C(NCCCN1CCN(CCCNC(=O)c2cccc([N+](=O)[O-])c2)CC1)c1cccc([N+](=O)[O-])c1
    6%	-19%	5	5%	8%	-17%[59 µM]	-17%	16%	-3%
> CC(=O)Nc1ccc2nc(NC(=O)CCc3ccccc3)sc2c1
    -13%	-12%	15	0%	-1%	1%	-13%	29%	8%
> CCn1cc(C(=O)O)c(=O)c2cc(F)c(N3CCN(C(=S)NC(=O)c4cc(OC)cc(OC)c4)CC3)cc21
    ?	2%	-2	8%	-5%	22%	14%	20%	-2%
> COc1ccc(C(=O)NCCOc2ccccc2Cl)c(OC)c1OC
    5%	-12%	-5	-1%	-5%	44%[activator]	11%	47%[activator]	-4%

# Further results.
# Order of results – BAZ2B block	Pol eta inh	PI4K2A inh	GLS inhibitor	Tb PGK inh	G9a block	JMJD2A Tudor inh	HP1b chromo inh	Pin1 inh
> Cc1cccc(CNC(=O)CN2CC(C)Sc3ccccc32)c1 (stereo not drawn)
    -20%	-15%	1	6%	-5%	-34%[59 µM]	-25%	11%[57 µM]	-5%
> CCOc1ccccc1N1CCN(C(=O)c2ccccc2SCC(=O)N2CCCC2)CC1
    -20%	?	-2	-3%	-4%	?	-10%	57%[activator]	2%
> CCOc1ccc(-c2ccc(SCC(=O)NCC3CCCO3)nn2)cc1 (stereo not drawn)
    -19%	-1%	-2	0%	i	-3%	-6%	23%	2%
> Cc1nn(-c2c(Cl)cc(Cl)cc2Cl)c(=O)c2ccccc12
    3%	?	-10	1%	-2%	5%	-1%	28%	-6%
> COc1ccc(N2CCN(Cc3nc4c(c(=O)[nH]c(=O)n4C)n3CC(C)C)CC2)cc1
    -38%	-5%	0	-2%	-5%	25µM*	-19%	29%	-2%
> CCOC(=O)c1nn(-c2ccc(F)cc2)c2c1CC/C2=C/c1ccccc1
    -1%	-18%	-2	-1%	-9%	71µM*	-7%	38%	0%
> CSc1ncccc1C(=O)Nc1nc(C(C)(C)C)cs1
    4%	-22%	0	-8%	-8%	-10%	-23%	21%	2%
> O=[N+]([O-])c1ccc(Cc2nnc(-c3ccccc3Cl)o2)cc1
    -28%	-4%	2	-4%	-6%	?	-15%	23%	0%
> Cc1ccc(NC(=O)C(c2ccccc2)C2CCCC2)cc1 (stereo not drawn)
    0%	?	9	-1%	-1%	20%[59 µM]	-8%	28%	5%
> O=C(O)CN(c1ccc(F)cc1)S(=O)(=O)c1ccc2c(c1)OCCO2
    -6%	3%	10	6%	/	-20%	-17%	9%	-4%

# The results go on:
# Order of results – BAZ2B block	Pol eta inh	PI4K2A inh	GLS inhibitor	Tb PGK inh	G9a block	JMJD2A Tudor inh	HP1b chromo inh	Pin1 inh
> Cc1ccc2c(n1)sc1c(-c3ccc(Br)cc3)c(C#N)c(N)nc12
    5%[57.1 µM]	?	5	?	-6%	-14%[12.7 µM]	-10%	55%	?
> Cc1cc(O)c(C(C)C)cc1NC(=O)Nc1cc(Cl)ccc1Cl
    /	-13%	9	2%	-9%	/	45µM*	?	2%
> CCOC(=O)CCc1c(C)c2c(C)nn(-c3ccccc3)c2[nH]c1=O
    10%	-9%	6	-4%	-7%	?	-25%	31%	0%
> O=C(O)c1ccn[nH]1
    /	-10%	3	2%	-5%	/	45µM*	-2%	-1%
> O=C(NCCc1csc(-c2ccc(F)cc2)n1)c1c(F)cccc1Cl
    3%	-11%	-1	-11%	4%	2%[59 µM]	-3%	6%[57 µM]	0%
> Nc1nc(SCc2ccccc2)sc1C(=O)N1CCCCC1
    /	-9%	2	-2%	3%	/	/	/	/
> CC(=O)OCC1=C(C(=O)O)N2C(=O)C(NC(=O)C(C)Cn3cc(Cl)cn3)C2SC1 (stereo not drawn)
    ?	?	1	-5%	1%	?	-21%	15%	-1%
> CCN(CC)CCCNC(=O)c1ccc2c(=O)n(Cc3ccc4c(c3)OCO4)c(=S)[nH]c2c1
    -16%	-14%	-3	51%[activator]	-2%	32µM*	?	-13%	-3%
> CSCCC(NC(=O)c1ccccc1)C(=O)NNC(=O)c1csc(N2CCOCC2)n1 (stereo not drawn)
    -3%	-5%	0	-3%	-3%	14%[12.7 µM]	-8%	53%[activator]	1%
> O=C(Nc1ccccc1N1CCOCC1)c1cc(Br)c(Br)s1
    1%	-3%	-2	4%	i	0%	-6%	28%	-2%

# Continued:
# Order of results – BAZ2B block	Pol eta inh	PI4K2A inh	GLS inhibitor	Tb PGK inh	G9a block	JMJD2A Tudor inh	HP1b chromo inh	Pin1 inh
> COc1cccc(-c2cc(C(=O)Nc3cc(OC)c(OC)c(OC)c3)on2)c1
    -34%	-20%	2	-16%	10%	-40%[59 µM]	?	1%	-1%
> COc1ccc(NC(=O)c2cn(C)c(=O)c3cc(OC)c(OC)cc23)cc1OC
    -17%	-21%	-23	5%	4%	16%	-18%	26%	-3%
> CCc1ccc(NC(=O)COC(=O)c2ccc(Cl)c(S(=O)(=O)N3CCCCCC3)c2)cc1
    7%	-19%	-4	-5%	0%	7%[59 µM]	-13%	29%	15%
> COCCn1nnnc1C(c1cc(OC)ccc1OC)N1CCc2ccccc2C1 (stereo not drawn)
    ?	-1%	1	5%	-3%	-40%[12.7 µM]	-28%	9%	-5%
> Cc1ccc(NC(=S)Nc2ccccn2)c(C)c1
    -34%	0%	-1	-10%	-5%	?	-17%	15%	-1%
> Cc1nn(-c2ccccc2)c(Cl)c1/C=N/Nc1nc2ccccc2n1C
    -38%	-8%	0	-2%	-9%	50µM*	-34%	26%	1%
> O=C(C1CCCN1S(=O)(=O)c1cccc2cccnc12)N1CCc2ccccc2C1 (stereo not drawn)
    11%	-16%	-5	2%	-9%	?	-12%	29%	-4%
> Cc1ccc(-n2nc3c(=O)n(C(C)C(=O)NCc4ccccc4Cl)nc(C)c3c2C)cc1 (stereo not drawn)
    ?	-12%	-1	-7%	0%	8%[59 µM]	-22%	30%	8%
> CNC(=O)c1ccc2nc(Cc3ccccc3)oc2c1
    -10%	-22%	-8	5%	-6%	7%[59 µM]	-5%	7%[57 µM]	1%
> COc1cccc(NC(=O)Cn2cc3c(n2)CCCCC3)c1
    -4%	-21%	0	0%	9%	-14%	-11%	95%[activator]	1%

# Carrying on:
# Order of results – BAZ2B block	Pol eta inh	PI4K2A inh	GLS inhibitor	Tb PGK inh	G9a block	JMJD2A Tudor inh	HP1b chromo inh	Pin1 inh
> O=S(=O)(/N=C(/Nc1ccccn1)c1ccccc1)c1ccc(Cl)cc1
    5%[57.1 µM]	-14%	-3	11%	-5%	22%	-13%	22%	0%
> COc1ccc(CNC(=O)NC(C)(C)c2cccc(C(C)(C)NC(=O)NCc3ccc(OC)cc3)c2)cc1
    -1%	-11%	-3	-1%	-6%	4%	-6%	23%	0%
> CC(=O)c1ccc(NC(=O)N2CCN(c3cccc(Cl)c3)CC2)cc1
    -23%	-1%	8	10%	-3%	-43%[59 µM]	-31%	13%	-3%
> c1ccc(-n2c(SCc3nc(-c4cccs4)no3)nnc2-c2ccco2)cc1
    ?	-1%	-3	5%	4%	?	?	-6%	1%
> CCCCNS(=O)(=O)c1ccc2c(c1)oc(=O)n2CC(=O)OCC
    -4%	-8%	-6	-16%	-9%	10%	-10%	45%[activator]	0%
> C[C@@H]1CN=C2N(CCNC(=O)CCC3CCCCC3)[C@H](Cc3ccc(O)cc3)CN21
    -28%	-24%	2	4%	-3%	3%[12.7 µM]	50µM*	-10%	0%
> CCC(C)NC(=O)C1CCN(S(=O)(=O)c2cccs2)CC1 (stereo not drawn)
    2%	-9%	3	8%	-3%	-18%[59 µM]	4%	31%	-2%
> O=C(Cn1cnc2scc(-c3cccc([N+](=O)[O-])c3)c2c1=O)NCc1ccco1
    45µM*	20µM*	-15	0%	?	11%[59 µM]	22µM*	?	/
> CC(CCc1ccccc1)NC(=O)CN(C)Cc1ccccc1F (stereo not drawn)
    1%	-10%	4	2%	6%	19%	-10%	34%	-4%
> CC(C)CNC(=O)NC(=O)COC(=O)c1cc(F)cc(F)c1
    9%	-22%	3	0%	-10%	-11%[59 µM]	7%	35%	2%
> Cc1ccc(C)c(S(=O)(=O)Nc2ccc(O)c(Sc3ncn[nH]3)c2)c1
    -7%	-17%	11	54%[activator]	-4%	45µM*	-18%[11.4 µM]	11%	-2%
> COc1ccc(C2(O)CCN(CC(=O)Nc3nc(-c4ccccc4)cs3)CC2)cc1
    -36%	-22%	-1	6%	-3%	-35%	?	7%	8%
